# From PubChem
# bIAP activator – intestinal alkaline phosphatase (bovine) activation; purified bovine IAP, CDP-star luminescence, 30 min; active compounds read high; fold of DMSO-control signal, blank-subtracted; activation factor at 20 µM; 200,000 tested, 0.17% active;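 active = activation factor of 2 or more at 20 µM, a signal rise over negative controls twice the positive control's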
# TNAP inh hiacc – TNAP (human) inhibition, high acceptor. P05186. purified TNAP, CDP-star luminescence, 1 M DEA. inhibition, % at 20 µM. 200,000 tested, 0.03% active;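 active = over 50% inhibition of tissue-nonspecific alkaline phosphatase at 20 µM in the single-dose screen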;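 note: plate controls were DMSO wells for no effect and EDTA-quenched wells as full inhibition for full effect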
# Target sequence (P05186 whole entry, looked up): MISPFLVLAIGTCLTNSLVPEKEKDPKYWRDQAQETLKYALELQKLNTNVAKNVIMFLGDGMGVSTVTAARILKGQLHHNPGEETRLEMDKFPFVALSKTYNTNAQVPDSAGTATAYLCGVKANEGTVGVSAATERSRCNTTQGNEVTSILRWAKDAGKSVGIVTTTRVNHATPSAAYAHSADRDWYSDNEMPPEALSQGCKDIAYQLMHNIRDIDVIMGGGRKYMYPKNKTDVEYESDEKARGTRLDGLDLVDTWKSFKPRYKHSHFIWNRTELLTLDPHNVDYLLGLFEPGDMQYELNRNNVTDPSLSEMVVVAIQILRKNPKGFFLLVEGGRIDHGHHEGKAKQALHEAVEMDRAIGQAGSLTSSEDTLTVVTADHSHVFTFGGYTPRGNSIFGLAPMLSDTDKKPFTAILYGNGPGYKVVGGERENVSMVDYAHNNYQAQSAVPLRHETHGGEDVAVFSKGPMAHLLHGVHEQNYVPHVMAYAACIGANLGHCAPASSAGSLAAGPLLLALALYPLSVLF
# PMI act – phosphomannose isomerase (human) activation; activation factor at 20 µM; purified human PMI, coupled resazurin fluorescence, 20 min; active compounds read high; 1 = vehicle control, 0 substrate-free wells; AID 1214; 190,000 tested, 0.005% active; P34949;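 active = activation factor of 2 or more at 20 µM, relative to plate controls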
# Target sequence (P34949 whole entry, looked up): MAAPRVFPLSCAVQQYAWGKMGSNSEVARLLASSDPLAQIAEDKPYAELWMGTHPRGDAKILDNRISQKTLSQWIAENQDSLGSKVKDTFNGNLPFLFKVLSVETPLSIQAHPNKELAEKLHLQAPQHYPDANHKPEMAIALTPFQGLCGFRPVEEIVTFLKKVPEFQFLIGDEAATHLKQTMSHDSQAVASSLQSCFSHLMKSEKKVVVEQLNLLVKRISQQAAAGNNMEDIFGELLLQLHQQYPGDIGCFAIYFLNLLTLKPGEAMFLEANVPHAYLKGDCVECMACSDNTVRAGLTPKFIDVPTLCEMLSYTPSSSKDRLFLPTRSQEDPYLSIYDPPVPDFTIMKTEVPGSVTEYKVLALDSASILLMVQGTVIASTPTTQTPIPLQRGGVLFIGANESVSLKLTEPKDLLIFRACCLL
# Diaph inh CS – inhibits diaphorase or chemically oxidizes, flagging diaphorase assay artifacts. inhibition, % at 20 µM. 190,000 tested, 0.69% active. diaphorase resazurin-to-resorufin fluorescence, NADH, 16 min; bacterial (C. kluyveri) enzyme, not human. AID 1217;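 active = primary screen inhibition at 20 µM above a set limit, cut at about 50% in these data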;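 note: plate controls were DMSO with full reaction for no effect and wells lacking NADH for full effect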
#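 System: Bacterial diaphorase enzyme (C. kluyveri) | Incubation: 16-min room-temperature incubation before reading | Benchmarks: No-NADH positive control and DMSO neutral control | Measured by: Resorufin fluorescence 544/590 nm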
# TNAP inh no acc – inhibitors of human TNAP without phosphate acceptor | inhibition, % at 20 µM | AID 1012 | purified TNAP, CDP-star luminescence, 30 min | 200,000 tested, 0.26% active;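 active = tissue-nonspecific alkaline phosphatase inhibition above about 50% at 20 µM in the single-dose screen, limit read from the data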;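 note: 0% = DMSO negative control and 100% = EDTA positive control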
# PMI act hi M6P – PMI (human) activation, high substrate; coupled PMI enzyme assay, resazurin fluorescence, 20 min; active compounds read high; 1 = untreated enzyme, 0 = substrate-free blank; activation factor at 20 µM; 190,000 tested, 0.34% active; P34949;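 active = activation factor of 2 or more at 20 µM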
#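 Material: human phosphomannose isomerase with PGI, G6PDH, diaphorase coupling enzymes; amount: PMI at 15 ng/mL final; also added: Mannose-6-phosphate 1.0 mM (near-saturating) plus 0.22 mM NADP+; incubation: enzyme reaction with compound 20 min at room temperature; signal: resorufin fluorescence (Ex 544/Em 590 nm) from resazurin via diaphorase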
# Diaph act CS – diaphorase activation or chemical reduction counter-screen | Diaphorase/resazurin coupled assay, resorufin fluorescence, 16 min; active compounds read high; 1 = vehicle wells, 0 = NADH-free wells | activation factor at 20 µM | 190,000 tested, 0.005% active;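 active = diaphorase activity raised at least twofold by the compound at 20 µM; inactive = activation factor below 2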
#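 Material: purified diaphorase enzyme from Clostridium kluyveri; Also added: 0.114 mM NADH and 0.1 mM resazurin, final amounts; Doses: single compound dose of 20 µM, 1% DMSO final; Times: 16 min enzyme reaction, ambient temperature; Detection: resorufin fluorescence, excitation 544 nm, emission 590 nm; Measure: increased resorufin signal from activators or reducing compounds.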
# Lmaj promast – reduces viability of Leishmania major promastigotes | resazurin fluorescence viability | inhibition, % at 10 µM | 200,000 tested, 9% active; in the data active = inhibition above about 50%;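 note: promastigotes grown with compound for 44 hours at 28 °C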
# bIAP inh – intestinal alkaline phosphatase (bovine) inhibition | 190,000 tested, under 10 active | purified bovine IAP, CDP-star luminescence, 30 min | inhibition, % at 20 µM;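 active = over 50% inhibition of intestinal alkaline phosphatase at 20 µM in the single-dose screen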
#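 Incubation: 30 min reaction at room temperature / Material: purified bovine intestinal alkaline phosphatase (IAP) enzyme / Input: enzyme at 1/65,000,000 dilution / Dosing: 20 µM single dose / Signal: CDP-star luminescence signal / Reagent: CDP-star chemiluminescent phosphatase substrate, 30 µM final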
# TNAP act hiacc – increases human TNAP activity under high phosphate acceptor concentration; purified TNAP, CDP-star luminescence, 1 M DEA, 30 min; active compounds read high; 0 = EDTA background, 1 = DMSO-only activity; activation factor at 20 µM; 200,000 tested, under 10 active; AID 1136;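 active = activation factor at least 2 at 20 µM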
#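 system = human TNAP | amount = enzyme diluted 1/800 final | reagent = 100 µM CDP-star substrate | signal = luminescent substrate turnover signal | dosing = one dose, 20 µM | benchmarks = EDTA negative control, DMSO positive control | measure = activation factor | timing = 30 min reaction, room temperature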
# Starred values were filed as active, the others as inactive; nt = not tested or not shown.
SMILES,bIAP activator,TNAP inh hiacc,PMI act,Diaph inh CS,TNAP inh no acc,PMI act hi M6P,Diaph act CS,Lmaj promast,bIAP inh,TNAP act hiacc
Cc1ccsc1C(=O)N/N=C/C=C/c1ccccc1[N+](=O)[O-],0.9,0.7,1,6.0,-5.0,0.9,0.9,6.2,13.8,1
COC(=O)c1ccc(Oc2nc3c(c(=O)n(C)c(=O)n3C)n2CCC(C)C)cc1,1,3.3,0.9,12.4,-1.1,0.9,0.9,-2.5,-4.1,1
CSc1cccc(NC(=O)c2c(Cl)cnn2C)c1,0.9,3.6,0.9,15.2,-6.2,1,0.8,5.7,6.4,1
CC(=O)NC(C)(C)C1CC=C(C)/C(=N\O)C1 (centres undefined),0.9,-2.9,0.9,12.2,-9.9,0.9,0.9,-6.5,13.3,1
CC1(NC(=O)CC[N+](C)(C)CCO)CS(=O)(=O)CC1S(=O)(=O)[O-] (centres undefined),0.9,8.8,1.1,5.8,-2.5,1.2,0.9,3.4,12.6,0.9
OC(COc1ccccc1)CN1CCCCCC1 (centres undefined),0.9,-6.9,1.1,4.4,-10.3,1.1,1,-1.5,10.7,1.1
CC(=O)Nc1cccc(NC(=O)c2oc3ccccc3c2C)c1,1,-0.2,0.9,4.3,-8.5,0.9,1,-4.6,-4.7,1
C=CCn1c(-c2cccn(Cc3ccccc3)c2=O)n[nH]c1=S,0.9,1.2,0.9,16.7,15.4,0.9,0.8,-6.7,7.1,1
Cc1ccc(S(=O)(=O)NCC23C=CC(O2)C2C(=O)N(c4ccccc4)C(=O)C23)cc1 (centres undefined),0.6,-4.0,1.4,11.4,-10.5,1.6,0.9,3.0,35.1,1
CCN1C(=O)CC(N2CCN(C(c3ccccc3)c3ccccc3)CC2)C1=O (centres undefined),1,-5.7,0.9,13.5,-9.2,0.9,0.9,1.7,-3.4,1.1
O=C(Nc1cnc2ccccc2c1)C1COc2ccccc2O1 (centres undefined),0.8,-8.2,0.9,21.4,-13.3,1,0.8,0.6,17.6,1.1
O=C(CCNC(=O)c1ccccc1)NCC1CCCCC1,1.2,-0.2,1,2.2,-1.8,1,1,-8.8,-20.1,1
O=C(NC(Cc1ccccc1)C(=O)O)c1ccc(S(=O)(=O)N2CCCC2)cc1 (centres undefined),1,-1.3,1,-8.7,-9.0,1,1.1,72.2*,1.4,1
CCOc1ccc(S(=O)(=O)n2cc(F)c(=O)[nH]c2=O)cc1,1.2,-1.2,0.9,6.3,-0.1,0.9,0.9,-2.5,-24.0,1
CC(C)CN1C(=O)c2ccc(NC(=O)c3ccccc3F)cc2C1=O,0.9,1.5,1,1.5,-5.1,1.1,1,-1.1,14.0,1
Cc1cccc(-n2c(C)nc3cc(C(=O)NCc4ccc5c(c4)OCO5)ccc32)c1,1,0.7,0.8,4.4,-14.5,0.9,1,46.8,-3.0,1
Nc1ccc(Br)cc1C(NCC(=O)O)c1ccccc1 (centres undefined),1,-7.9,1.1,14.0,-10.4,1,0.9,-9.6,-0.5,1.1
COC(=O)c1ccccc1NC(=O)CCNC(=O)Cn1cnc2ccccc2c1=O,1,-2.4,1,9.1,-7.5,1,0.9,-6.4,3.1,1
CCN(C(=O)CN1CCOCC1)c1c(N)n(Cc2ccccc2)c(=O)[nH]c1=O,1,-0.7,1.1,0.3,-5.0,1.1,1,-4.6,3.5,1
CC(C)N1CCC(N2CCN(Cc3cc4c(cc3Cl)OCO4)CC2CCO)CC1 (centres undefined),1.1,-0.9,nt,nt,-4.1,nt,nt,11.7,-8.3,1

# The last 2 records of the part above come first, to join the parts:
SMILES,bIAP activator,TNAP inh hiacc,PMI act,Diaph inh CS,TNAP inh no acc,PMI act hi M6P,Diaph act CS,Lmaj promast,bIAP inh,TNAP act hiacc
CCN(C(=O)CN1CCOCC1)c1c(N)n(Cc2ccccc2)c(=O)[nH]c1=O,1,-0.7,1.1,0.3,-5.0,1.1,1,-4.6,3.5,1
CC(C)N1CCC(N2CCN(Cc3cc4c(cc3Cl)OCO4)CC2CCO)CC1 (centres undefined),1.1,-0.9,nt,nt,-4.1,nt,nt,11.7,-8.3,1
CCn1c(SCC(=O)c2cc(C)n(C)c2C)nnc1-c1ccccc1,1,-7.6,1,7.1,-26.5,1,0.9,7.1,-0.8,1.1
N#CCSc1nnc(-c2ccccc2O)n1Cc1ccccc1,0.9,-3.2,1,5.6,3.7,1,0.9,-0.8,10.5,1
CCC(=O)N(CCCN(C)C)c1nc(-c2cc(OC)ccc2OC)cs1,1,-4.3,1,10.8,-14.8,1,0.9,37.6,1.8,1
O=C(CCl)N(Cc1ccccc1)c1ccccc1,1.1,-0.7,1.3,9.2,-2.2,1.1,0.9,78.8*,-10.8,1
CCn1c(=O)n(CC(=O)N(C)Cc2ccccc2)c(=O)c2ccccc21,0.9,-8.7,1,0.1,-6.2,1.1,1,21.1,7.7,1.1
CCC(=O)NC(NC(=S)Nc1c(C)n(C)n(-c2ccccc2)c1=O)C(Cl)(Cl)Cl (centres undefined),0.9,-4.5,1.1,-8.0,-1.6,1.2,1.1,-8.0,5.9,1
CCCNC(=O)C/C(C)=N/NC(=O)C(=O)Nc1ccccn1,1.1,-5.6,1,11.9,-18.9,1,0.9,0.1,-11.4,1.1
COc1ccc(-c2n(CC(=O)OC3CC(C)CCC3C(C)C)c3ccccc3[n+]2C)cc1 (centres undefined),1.1,-6.5,0.9,-3.6,-0.3,0.9,1,100.6*,-9.9,1.1
Cc1ccc(C(=O)NNC(=O)CSc2nnc(CNc3ccc(F)cc3)n2C)cc1,1.1,0.1,1,4.8,-105.2,1,1,0.8,-12.5,1
CN1CCn2c1nc(N1CCCCC1)nc2=O,1,2.7,1,11.3,-5.7,1.2,0.9,2.4,1.8,1
O=C(CCc1ccccc1)Nc1ccc(NC(=O)c2ccco2)cc1,0.6,-4.7,1.1,17.1,1.3,1,0.8,3.3,35.5,1
COC(=O)n1c(=S)oc2cc(Cl)ccc21,0.9,-4.4,0.8,19.8,-10.1,1,0.8,-4.4,9.5,1
CCCCCn1c(=O)[nH]c2cc(C(=O)N3CCN(CC)CC3)ccc2c1=O,1,-2.4,1,5.7,-9.5,1,0.9,-7.2,-1.8,1
Cc1ccc(C)c(NC(=O)COC(=O)c2cccc3c2C(=O)c2ccccc2C3=O)c1,0.9,-4.2,0.8,34.7,-40.6,0.6,0.7,37.3,12.2,1
O=C(NCc1ccccc1)c1cccc(S(=O)(=O)NCc2ccccc2)c1,1,-1.7,1,14.7,8.0,1,0.9,49.5,-3.6,1
CCOC(=O)C(=O)/C(=C\N(C)C)c1onc(-c2ccccc2)c1C(=O)OC,1,3.6,0.8,14.5,-6.4,0.8,0.9,-0.7,3.7,1
Cc1cccc2cc(CN(Cc3ccco3)C(=O)c3ccncc3)c(=O)[nH]c12,1,-1.6,0.9,8.5,3.1,0.9,0.9,-7.4,-0.2,1
Nc1ccc(C(=O)N/N=C\C=C\c2ccc([N+](=O)[O-])cc2)cc1,0.9,3.8,1,6.2,5.6,1,0.9,10.8,5.2,1
Cc1cc(OC(=O)c2ccc(Cl)cc2Cl)nc(C)n1,1,1.6,1.1,27.2,-3.4,1.1,0.7,-7.0,2.8,1
O=C(Nc1ccccc1N1CCCC1)c1cccc(-c2cc3ccccc3oc2=O)c1,0.9,-2.9,1.1,16.9,-10.1,0.9,0.8,-5.1,11.5,1
Nc1ccc(-c2nc3ccc(N)cc3o2)cc1,0.9,-3.0,1,10.9,-8.3,0.8,0.9,2.6,5.5,1
CCCCc1nnc(NC(=O)CSc2nc(N)cc(=O)[nH]2)s1,1,-4.1,0.8,-12.8,-1.1,0.5,1.1,1.7,2.6,1
CN(Cc1ccccc1)C(=O)c1[nH]cnc1C(=O)N[C@@H](CCCCNC(=O)OC(C)(C)C)C(=O)OC(C)(C)C,1.5,-3.9,0.8,23.2,0.7,0.9,0.8,5.7,-53.8,1
COC(=O)Nc1ccc(S(=O)(=O)N2CCC(C(=O)N3CCC(C)CC3)CC2)cc1,1.1,-5.9,1.1,2.1,-6.6,1,1,-7.7,-8.0,1.1
O=C(N/N=C/C=C\c1ccccc1[N+](=O)[O-])c1cc(-c2ccc3ccccc3c2)n[nH]1,0.9,1.0,0.9,-10.9,-35.3,1,1.1,23.7,10.3,1
CC(C)C(=O)NCc1cc(-c2ccc(Cl)cc2)no1,0.9,0.3,0.9,12.5,-3.0,0.9,0.9,1.3,9.9,1
Cn1c(SCC2CCCO2)nnc1-c1cccc([N+](=O)[O-])c1 (centres undefined),1,-4.4,1,4.0,-10.8,1.1,1,-4.0,3.3,1
COc1ccc(C)cc1NC(=O)c1cnc2scc(C)n2c1=O,0.9,-7.2,0.9,13.5,-14.3,0.9,0.9,-1.8,11.3,1.1
O=C(N/N=C/c1ccc(O)cc1)/C(=C/c1ccc([N+](=O)[O-])cc1)NC(=O)c1ccccc1,0.8,3.2,0.9,2.9,-5.7,0.9,1,-2.5,20.7,1
O=C(/C=C/c1ccc(N2CCCCC2)c([N+](=O)[O-])c1)c1ccc(O)cc1,0.7,20.8,0.9,25.1,15.3,0.9,0.7,99.9*,29.4,0.8
O=C(CSCc1ccccc1Cl)NNC(=O)c1ccccc1,1.2,-5.9,1,-0.4,-26.4,1,1,-9.5,-16.5,1.1
CC(C(=O)NCc1cccs1)n1cccc1 (centres undefined),1,-7.5,1,9.6,-14.4,1,0.9,2.4,1.6,1.1
CCS(=O)(=O)N1CCC(NC(=O)C2CCCCC2)CC1,1,-7.9,1.1,-20.8,-4.9,1.1,1.2,-3.6,0.9,1.1
O=C(Nc1ccccc1)c1ccccc1OCC(O)CN1C(=O)c2ccccc2S1(=O)=O (centres undefined),0.9,-6.9,1.1,29.0,-8.9,0.9,0.7,-7.2,5.2,1.1
CCSc1nnc(NC(=O)c2csc3c2CCCC3)s1,0.9,0.7,0.9,12.7,-5.8,0.9,0.9,-3.5,11.7,1

# Limited to TNAP act hiacc, Diaph inh CS and bIAP activator, for 6 of the compounds above:
Compound,TNAP act hiacc,Diaph inh CS,bIAP activator
CCN(C(=O)CN1CCOCC1)c1c(N)n(Cc2ccccc2)c(=O)[nH]c1=O,1,0.3,1
OC(COc1ccccc1)CN1CCCCCC1 (centres undefined),1.1,4.4,0.9
CCC(=O)NC(NC(=S)Nc1c(C)n(C)n(-c2ccccc2)c1=O)C(Cl)(Cl)Cl (centres undefined),1,-8.0,0.9
COC(=O)n1c(=S)oc2cc(Cl)ccc21,1,19.8,0.9
CC(C(=O)NCc1cccs1)n1cccc1 (centres undefined),1.1,9.6,1
CC(C)C(=O)NCc1cc(-c2ccc(Cl)cc2)no1,1,12.5,0.9
